TbREL1 primary: TbREL1 inhibition, primary screen; P86926; TbREL1 RNA ligation, FRET fluorescence; inhibition, % at 9.66 µM; 89,000 tested, 0.49% active; AID 1117264;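 active means inhibition above the mean inhibition across all screened compounds plus 3 SD, cut at about 11% in these data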;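 further: 0% = plate median of test wells and 100% = NSC42067 control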
Target sequence (P86926 whole entry, looked up): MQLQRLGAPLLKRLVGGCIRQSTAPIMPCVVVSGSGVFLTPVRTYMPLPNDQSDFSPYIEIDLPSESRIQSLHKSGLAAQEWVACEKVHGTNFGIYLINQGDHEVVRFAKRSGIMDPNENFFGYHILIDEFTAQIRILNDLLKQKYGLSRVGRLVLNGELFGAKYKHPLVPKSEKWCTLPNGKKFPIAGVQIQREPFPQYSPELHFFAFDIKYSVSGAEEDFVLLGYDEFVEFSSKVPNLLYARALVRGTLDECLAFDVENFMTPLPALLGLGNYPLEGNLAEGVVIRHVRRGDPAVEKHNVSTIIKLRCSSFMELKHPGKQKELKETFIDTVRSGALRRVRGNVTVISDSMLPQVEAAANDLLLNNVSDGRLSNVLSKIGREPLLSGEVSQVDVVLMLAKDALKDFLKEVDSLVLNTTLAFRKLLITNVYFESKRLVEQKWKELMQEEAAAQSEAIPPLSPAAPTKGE
* = called active by the depositor. Not all compounds are listed, so the mix of outcomes need not match the whole.

SMILES | TbREL1 primary
O=C(NCc1ccc2c(c1)OCO2)C(=O)Nc1cc2c3c(c1)CC(=O)N3CCC2 | 0.3
COc1ccc(NC(=O)C(=O)NNC(=O)COc2ccc(OC)cc2)cc1 | -2.6
COc1ccc(NC(=O)OC(CN2CCCCC2)C(F)(F)F)cc1 (stereo not drawn) | -3.2
Cc1nc2oc(C(=O)c3ccccc3)c(N)c2c2c1COC(C)(C)C2 | 0.0
CCOC(=O)C1CCN(Cc2c(O)ccc3ccccc23)CC1 | 4.1
CCCCNC(=O)CSc1nnc(-c2cccc(S(=O)(=O)N3CCOCC3)c2)o1 | 1.5
COC(CNC(=O)[C@H](Cc1ccccc1)NC1(C(=O)NC2CCCCC2)CCCC1)OC | -2.4
CN(c1ccc(C(=O)NC2CCCCC2)cc1)S(=O)(=O)c1ccccc1 | -1.5
CCN(CC)c1ccc(C=C(c2nnnn2-c2ccccc2)c2nnnn2-c2ccccc2)cc1 | 1.2
COc1ccc(/C=N/NC(=O)c2cc(C)oc2C)cc1OC | -1.0
CC(=O)c1cccc(S(=O)(=O)N2CCC(C(=O)Nc3cccc(C(=O)NC4CC4)c3)CC2)c1 | 0.4
Cc1ccc(C)c(NC(=O)CN(C)C(=O)c2cc(C3CC3)nn2-c2ccccc2)c1 | 4.4
CC(C)(C)n1nnnc1C(c1ccccn1)N1CCN(C(c2ccccc2)c2ccccc2)CC1 (stereo not drawn) | 0.6
Cc1ccc(S(=O)(=O)CCC(=O)OCC(=O)NCCc2ccc(F)cc2)cc1 | 1.9
CCC(=O)c1ccc(OCC(=O)OCC(=O)NCCC2=CCCCC2)cc1 | -2.6
Cc1ccc2[nH]c(=S)cc(C)c2c1 | -1.0
O=C(Nc1ccc2c(c1)OCO2)C1Cc2c(-c3ccccc3Oc3ccccc3)ccnc2O1 (stereo not drawn) | 6.5
CC(=O)N1c2cc(S(=O)(=O)Nc3c(C)n(C)n(-c4ccccc4)c3=O)c(Br)cc2CC1C (stereo not drawn) | -1.8
CCn1c(SCC(=O)Nc2ccccc2C(=O)OC)nnc1-c1ccoc1C | 0.7
CCNC(=O)Nc1ccc(-n2nc(C)c(C(=O)OCC)c2C)nc1 | 5.1
O=C1NC2CCCCC2C(=O)N1OS(=O)(=O)c1ccccc1 (stereo not drawn) | 3.8
CCOC(=O)C1Nc2ccc(C(F)(F)F)cc2C2C=CCC12 (stereo not drawn) | -1.6
O=C(CN1C(=O)C2CC=CCC2C1=O)Nc1nnc(C2CC2)s1 (stereo not drawn) | 0.6
CC(C)C(NS(=O)(=O)c1cccc2nsnc12)C(=O)NC1CCCCC1 (stereo not drawn) | 2.9
COc1ccccc1C(=O)NC(=O)COC(=O)c1cccc(C)c1O | 6.2

Other compounds
SMILES | TbREL1 primary
CCN1CCCC1CNC(=O)c1cn(C)c2ccc(S(=O)(=O)N3CCCCCC3)cc2c1=O (stereo not drawn) | -1.7
CSC1=NCCN1C(=O)c1ccco1 | -2.1
Cc1cc(C)c2c(N)c(C(=O)NN3CC(=O)N(c4ccccc4F)CC3=O)sc2n1 | 0.1
COc1cc(C(Nc2ccc3c(c2)OCO3)C(=O)NC2CCCCC2)cc(OC)c1OC (stereo not drawn) | -4.6
CCc1ccc([C@@H]2CC(=O)[C@@H]3CN(S(=O)(=O)c4ccccc4C)[C@H](c4ccc(Cl)cc4)C[C@@H]3N2S(=O)(=O)c2ccc(C)cc2)cc1 | 1.3
CCC(=O)N1CCC2(CC1)Oc1ccc(F)cc1C(=O)C21CC(c2ccccc2)=NO1 (stereo not drawn) | -0.2
NC(=O)COC(=O)CNC(=O)c1ccc(Cl)cc1 | 1.2
COc1ccccc1NS(=O)(=O)c1ccc(C)c(NC(=O)NC2CCCCC2)c1 | -0.7
O=C(NCc1ccccc1)C1=C[C@@H](C2CCCCC2)C[C@@H](OCc2ccc(CO)cc2)O1 | -1.5
COC(=O)C1=CN(c2cccc(OCc3ccccc3)c2)C(N)=C(C#N)C1c1cccc(OC)c1OC (stereo not drawn) | 0.7
NC(=O)c1nsc(C(=O)N(c2cccc(F)c2)C(C(=O)NCc2ccccc2)c2ccc(O)cc2)c1N (stereo not drawn) | 1.2
COc1ccc(-c2[nH]ncc2CN2CCC(OCc3ccccn3)CC2)c(F)c1 | -1.8
COCc1nnc(NC(=O)CCCOc2ccccc2OC)s1 | -2.1
Cc1sc2nc(Cc3ccccc3)[nH]c(=O)c2c1-c1ccccc1 | 0.8
O=C(Nc1cc(Br)ccc1F)c1nc[nH]c1C(=O)NCc1ccccc1 | 2.6
O=C(O)C1(C(=O)O)CCCC1 | 2.6
O=C(CCS(=O)(=O)c1cc2c(cc1Br)CCN2C(=O)C1CC1)N1CCN(c2ccccn2)CC1 | -1.2
COc1ccc(C2C(C(=O)N3CCOCC3)CC(=O)N2c2ccc(OC)cc2)cc1 (stereo not drawn) | -0.3
COc1ccc(C2/C(=C(/O)c3ccc(F)cc3)C(=O)C(=O)N2CCCN(C)C)cc1 (stereo not drawn) | 0.7
COc1cc(-c2nc3ccc4ccccc4c3c3c2CCC3)ccc1O | -0.5
CC1=CC(C)=Nc2ccccc2N1 | 0.8
CC(=O)Nc1nc(-c2ccccc2)cc(-c2ccco2)c1C#N | 3.4
Cc1ccc(NC(=O)C(NC2CCCc3ccccc32)c2ccccc2)c([N+](=O)[O-])c1 (stereo not drawn) | 9.7
CCCC(=O)C1=C(O)C(C(=O)OC)C(C)(C)CC1=N (stereo not drawn) | -0.2
O=c1[nH]c2cc3c(cc2cc1CN(Cc1nnnn1CC1CCCO1)C1CCCC1)OCO3 (stereo not drawn) | -1.0

The list goes on:
SMILES | TbREL1 primary
CN(c1ccccc1)S(=O)(=O)c1cccc(C(=O)NCCc2c[nH]c3ccccc23)c1 | -1.5
C=CCOC(=O)CCC(=O)Nc1cc(OC)nc(OC)n1 | -1.8
C[C@H]1CCCN1c1ccc2c(c1)O[C@H]1CCN(C1)S2(=O)=O | 4.3
COc1cccc(CN2CC(C(=O)NCCOc3ccccc3)CCC2=O)c1 (stereo not drawn) | 0.0
COc1ccc(/C=C2\SC(=O)N(CC(=O)NCCCn3ccnc3)C2=O)cc1 | 0.1
CN(CC(=O)Nc1ccccc1C(F)(F)F)C(=O)CSc1nnc(-c2ccncc2)n1C | 0.3
O=C(NC1CCCCC1)NC1(C(=O)NCCCN2CCOCC2)CCCCC1 | 0.5
CCOc1ccc(NS(=O)(=O)c2ccc(C(=O)N3CCC3)cc2)cc1 | -2.2
CC(=O)c1cccc(S(=O)(=O)N2CCN(CCOc3ccccc3)CC2)c1 | -1.5
CC(Nc1ccnc2cc(Cl)ccc12)c1ccc(S(N)(=O)=O)cc1 (stereo not drawn) | 2.6
Cc1cc(C)nc(SCc2ccc3nonc3c2)n1 | 2.4
Cc1ccc(S(=O)(=O)N2CCNC(=O)C2)c(C)c1 | -1.3
Cc1ccc(C)c(N2CCN(C(=O)c3ccc4nc(-c5ccco5)c(-c5ccco5)nc4c3)CC2)c1 | -3.9
CC(CCc1ccc(O)cc1)N(C)CCc1ccccc1 (stereo not drawn) | 4.1
CC(=O)Nc1ccc(S(=O)(=O)Nc2nc3ccccc3nc2Nc2ccc3ccccc3c2)cc1 | -2.4
CCC[C@H]1[C@@H](OC(=O)NCc2ccc(OC)c(OC)c2)CC[C@@]23CCCN2C(=O)CCC[C@@H]13 | -0.6
CC(=O)Nc1nc2cc(C(N)=O)ccc2s1 | -1.0
CCCC(=O)Nc1cc(C)c(NC(=O)C23CC4CC(CC(C4)C2)C3)cn1 | 4.9
COC(=O)[C@]12C[C@H](CC(=O)NCCc3ccccc3OC)C(=O)N(Cc3cccc4ccccc34)C1=C[C@H](C(C)(C)C)O[C@@H]2C | -5.4
COc1ccc(/C=N/NC(=O)CN(C2=NS(=O)(=O)c3ccccc32)c2ccccc2)cc1OC | -1.9
CCOC(=O)Cn1nnnc1CN(Cc1cccs1)Cc1cc2cc(C)ccc2[nH]c1=O | 7.6
COc1ccc(NC(=O)Cn2nnc(C(=O)NCc3ccccc3OC)c2N)cc1Cl | -0.3
COc1ccc(NC(=O)CC2C(=O)N(c3ccc(OC)cc3)C(=O)N2CCN2CCN(C)CC2)cc1 (stereo not drawn) | -0.9
Cc1ccc(N2C(=O)C3CCC(c4ccccc4)CC3C2=O)cc1 (stereo not drawn) | -0.8
Nc1nnc(SCC(=O)Nc2cccnc2Cl)s1 | -1.3

The listing continues:
SMILES | TbREL1 primary
COc1ccc(OC)c(N(CC(=O)NCc2ccncc2)S(C)(=O)=O)c1 | -2.9
O=C(Nc1cccnc1)c1cccnc1 | 0.8
Cc1ccc(S(=O)(=O)N(Cc2ccccc2Cl)C(=O)N2CCN(C)CC2)cc1 | 1.8
CC1(C)c2ccccc2N2CCC(=O)NC21/C=C/c1ccco1 (stereo not drawn) | -0.1
CCNc1nc(NCC)n2c(SC(C(=O)Nc3cc(C)ccc3C)c3ccccc3)nnc2n1 (stereo not drawn) | -1.6
O=[N+]([O-])c1ccc(/C=N/Nc2ccnc3cc(Cl)ccc23)o1 | 5.1
COc1ccc(N(C(=O)c2cnccn2)C(C(=O)NC2CCCCC2)c2ccccc2)cc1 (stereo not drawn) | -1.8
CC1(C)Cc2c(cnn2-c2ccccc2)C(=O)/C1=N\NC(=O)c1ccncc1 | 0.2
COc1ccc(S(=O)(=O)N2CCN(c3ccccn3)CC2)c(OC)c1 | -0.8
COCCNC(=O)c1ccccc1NC(=O)CSc1ccc(C)cc1 | 3.5
CCn1c(C)cs/c1=N\C(=S)Nc1ccccc1C | -1.5
CC1CCCN(C(=O)COC(=O)CNC(=O)c2ccc(Br)cc2)C1 (stereo not drawn) | 5.3
COc1ccc(SC[C@H](C)CN2CC[C@H](C(C)(C)C)CCC2=O)cc1 | -1.5
CCNc1ccc(Br)cc(C(=O)/C=C/c2ccccc2Cl)c1=O | 9.7
O=C(NCC(c1cccs1)N1CCOCC1)c1cccc(S(=O)(=O)Nc2ccc(F)cc2)c1 (stereo not drawn) | -2.4
CC(C)(C)C(=O)CSc1nnc(SCc2cccc3ccccc23)s1 | 4.8
Cc1cccc(NC(=S)NNC(=O)c2csc3c2CCCC3)c1 | -0.5
O=S1(=O)CCOC[C@H](Cc2ccccc2)N1Cc1cccc(Cl)c1 | 2.8
CCOC(=O)NN1C(=O)c2ccccc2NC1c1ccc(OC)c(OC)c1 (stereo not drawn) | 1.9
Cc1ccc2cccc(OCC(=O)NCc3ccco3)c2n1 | -2.4
N/C(Cc1nc(-c2ccc(F)cc2)cs1)=N\O | 2.3
C[C@H](O)[C@@H]1CN2CCc3c([nH]c4ccccc34)[C@@H]2C[C@@H]1N(C)C(=O)OCc1ccccc1 | -7.0
COC(=O)c1ccc(C2c3c(oc4ccc(F)cc4c3=O)C(=O)N2CCO)cc1 (stereo not drawn) | -2.6
Oc1ccc(CNc2ccccc2Cl)c2cccnc12 | 2.1
COc1ccc(NC(=O)C2(C)CCN2C(=O)c2ccc(C(C)(C)C)cc2)cc1OC (stereo not drawn) | 0.2

(cont.)
SMILES | TbREL1 primary
CC(=O)N1CC2(CC(=O)OC(C)C)CN(C(C)=O)CC(CC(=O)OC(C)C)(C1)C2=O | -1.0
CCNc1ccc2c(Cl)cc(=O)oc2c1 | 2.5
c1cn(C23CC4CC(CC(C4)C2)C3)cn1 | -0.2
COc1ccc(OC)c(C(c2c(O)nc(SC)[nH]c2=O)c2c(O)nc(SC)[nH]c2=O)c1 | -1.4
CCN(C(=O)[C@@H](C)[C@@H](O)c1ccc2ccccc2c1)c1ccccc1 | 7.8
CCOC(=O)C1=C(c2ccc(O)cc2)NC(=O)NC1C (stereo not drawn) | -3.3
CC1CCCN(C(=O)C2CCN(S(=O)(=O)c3cccc4cccnc34)CC2)C1 (stereo not drawn) | -0.8
O=C(OCc1ccc2c(c1)OCO2)c1cccc(S(=O)(=O)N2CCCCC2)c1 | -0.1
CCOc1ccc(N(CC(=O)Nc2ccc3c(c2)OCCO3)S(=O)(=O)c2c(C)noc2C)cc1 | -1.3
Cc1ccc(S(=O)(=O)NC(=O)C2(C)CCN2C(=O)c2cccc(F)c2)nc1 (stereo not drawn) | 6.0
CC1(C)Cc2c(cnn2-c2ccc(F)cc2)C(NC(=O)CCCN2CCCCC2=O)C1 (stereo not drawn) | -4.3
Cc1nnc(SCC(=O)Nc2ccc(OC(F)F)c(Cl)c2)n(N)c1=O | -2.8
CC1(C)SC(=S)N(/N=C/c2cccnc2)C1N(O)C(=O)Nc1ccccc1 (stereo not drawn) | -0.2
CCOc1cc(-n2cnnn2)c(OCC)cc1NC(=O)c1cnccn1 | 3.1
O=C(OCc1nnc(-c2ccccc2)o1)c1ccc(S(=O)(=O)NCc2ccco2)cc1 | 2.8
CC1(C)C(=O)C2(CCCCC2)C(=O)OC1C(=O)c1ccccc1 (stereo not drawn) | -2.9
O=C(Nc1cc2c3c(c1)CC(=O)N3CCC2)C1CCCCC1 | 4.2
CCC[C@@H]1CCCO[C@@](C(=O)NCc2ccc(S(C)(=O)=O)cc2)(C(F)(F)F)C1 | -1.6
